G9a block: inhibitors of human histone lysine methyltransferase G9a. 350,000 compounds, 8.8% hits. Potency, µM (doses to about 102 µM), without a hit: top-dose activity, negative = inhibition, actives largely listed as inhibitors. Q96KQ7. G9a H3K9 monomethylation, AlphaScreen, 2 h; also: % is scaled to controls: 0 for no effect and ±100 for the full control effect; nearly all actives have a fitted effect of over 75% in size
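Using a bead-based AlphaScreen, monomethylated H3K9 product from 2 h room-temperature reactions (G9a 20 nM, peptide 500 nM, SAM 20 uM) was detected with 0.5 ug/mL rabbit anti-H3K9me1 antibody.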
Anesthetic bind: candidate novel general anesthetic via apoferritin binding; P02791; apoferritin/1-aminoanthracene competitive binding, fluorescence; Potency, µM (titrated, usually from 77.5 µM), for the others: at the highest dose activity change, negative = displacement, hits mostly inhibitors; 350,000 compounds, 0.074% hits; AID 485281; also: % is scaled to controls: 0 for no effect and ±100 for the full control effect; nearly all actives have a fitted effect of over 20% in size
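In PBS, apoferritin at 10 uM is loaded with 1-AMA from a 50% saturated solution. After 10 min of compound exposure at ambient temperature, reduced 535 nm fluorescence indicates probe displacement.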
POLK inh: DNA polymerase kappa (human) inhibition; Q9UBT6; purified Pol kappa, fluorescent DNA synthesis assay, 10 min; Potency, µM (titrated, usually from 107 µM), inactives show at the top dose activity, negative = inhibition, most hits filed as inhibitors; 400,000 compounds, 0.53% hits; AID 588579; also: % is scaled to controls: 0 for no effect and ±100 for the full control effect
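Kinetic fluorescence readout at 0 and 10 min followed reaction start with substrate at 50 nM final. Beforehand, enzyme (10 nM Pol kappa) stood 15 min with compound at room temperature; buffer-only wells were negative controls.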
POLB inh: DNA polymerase beta (human) inhibition. P06746. Pol beta primer extension/strand displacement, fluorescence kinetic. Potency, µM (titrated, usually from 114 µM), inactives show top-dose activity change, negative = inhibition, hits mostly inhibitors. 340,000 compounds, 1.3% hits; also: % is scaled to controls: 0 for no effect and ±100 for the full control effect
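Enzyme-only controls used 10 nM Pol beta; buffer lacking enzyme served as negative control. Compound preincubated 15 min, then 50 nM substrate added; 0 and 10 min reads at room temperature.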
BAZ2B inh: blocks human BAZ2B. AID 504333. Potency, µM (series often up to 114 µM), without a hit: at the highest dose activity change, negative = inhibition, most hits filed as inhibitors. AlphaScreen BAZ2B-H3K14Ac peptide displacement. Q9UIF8. 360,000 compounds, 4.4% hits; also: % is scaled to controls: 0 for no effect and ±100 for the full control effect; nearly all actives have a fitted effect of over 60% in size
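Protein-peptide AlphaScreen: BAZ2B 50 nM, b-H3K14Ac 50 nM, 1x PBS pH 7.4 + 0.01% Tween-20. Preincubation 30 min RT; cpd 30 min RT (top 110 uM); beads 20 min RT, light-protected.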
APE1 inh: inhibitors of human APE1 endonuclease. 350,000 compounds, 0.35% hits. Potency, µM (doses to about 65.8 µM), without a hit: at the highest dose activity change, negative = inhibition, most hits filed as inhibitors. P27695. recombinant APE1, TAMRA/BHQ-2 abasic DNA cleavage fluorescence. AID 2517;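 also: plate controls were vehicle for no effect and reference inhibitor for full effect; nearly all actives have a fitted effect of over 55% in size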
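Endonuclease cleavage of a quenched abasic-site DNA duplex (50 nM) by APE1 (0.75 nM) was tracked by TAMRA dequenching. Compounds were preincubated with enzyme 15 min at room temperature; data normalized to buffer-only and DMSO wells plus NSC13755 control.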
POLI inh: DNA polymerase iota (human) inhibition. AID 588590. Pol iota fluorescent replication assay, 10 min. 390,000 compounds, 1% hits. Q9UNA4. Potency, µM (top dose mostly 115 µM), without a hit: top-dose activity, negative = inhibition, actives largely listed as inhibitors
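Fluorescent replication assay read twice, at 0 min and 10 min after adding 50 nM (final) substrate. Enzyme (10 nM) and compounds were first incubated 15 min at room temperature; enzyme-free buffer wells were negative controls.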
POLH inh: inhibitors of human DNA polymerase eta; Q9Y253; recombinant Pol eta, fluorescent DNA replication assay; Potency, µM (series often up to 114 µM), for the others: at the top dose activity change, negative = inhibition, hits mostly inhibitors; 390,000 compounds, 1.2% hits; also: % is scaled to controls: 0 for no effect and ±100 for the full control effect
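Fluorescent replication assay: 50 nM final substrate added after a 15 min room-temperature compound preincubation with 10 nM enzyme. Signal taken at 0 min and again at 10 min.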
BLM helicase inh: Bloom syndrome helicase (human) inhibition; Potency, µM (doses to about 56.1 µM), inactives show top-dose activity change, negative = inhibition, usual class: inhibitors; AID 2528; P54132; 350,000 compounds, 0.2% hits; recombinant BLM DNA unwinding, fluorescence dequenching;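 also: plate controls were vehicle for no effect and no enzyme for full effect; nearly all actives have a fitted effect of over 35% in size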
Target sequence (P54132 whole entry, looked up): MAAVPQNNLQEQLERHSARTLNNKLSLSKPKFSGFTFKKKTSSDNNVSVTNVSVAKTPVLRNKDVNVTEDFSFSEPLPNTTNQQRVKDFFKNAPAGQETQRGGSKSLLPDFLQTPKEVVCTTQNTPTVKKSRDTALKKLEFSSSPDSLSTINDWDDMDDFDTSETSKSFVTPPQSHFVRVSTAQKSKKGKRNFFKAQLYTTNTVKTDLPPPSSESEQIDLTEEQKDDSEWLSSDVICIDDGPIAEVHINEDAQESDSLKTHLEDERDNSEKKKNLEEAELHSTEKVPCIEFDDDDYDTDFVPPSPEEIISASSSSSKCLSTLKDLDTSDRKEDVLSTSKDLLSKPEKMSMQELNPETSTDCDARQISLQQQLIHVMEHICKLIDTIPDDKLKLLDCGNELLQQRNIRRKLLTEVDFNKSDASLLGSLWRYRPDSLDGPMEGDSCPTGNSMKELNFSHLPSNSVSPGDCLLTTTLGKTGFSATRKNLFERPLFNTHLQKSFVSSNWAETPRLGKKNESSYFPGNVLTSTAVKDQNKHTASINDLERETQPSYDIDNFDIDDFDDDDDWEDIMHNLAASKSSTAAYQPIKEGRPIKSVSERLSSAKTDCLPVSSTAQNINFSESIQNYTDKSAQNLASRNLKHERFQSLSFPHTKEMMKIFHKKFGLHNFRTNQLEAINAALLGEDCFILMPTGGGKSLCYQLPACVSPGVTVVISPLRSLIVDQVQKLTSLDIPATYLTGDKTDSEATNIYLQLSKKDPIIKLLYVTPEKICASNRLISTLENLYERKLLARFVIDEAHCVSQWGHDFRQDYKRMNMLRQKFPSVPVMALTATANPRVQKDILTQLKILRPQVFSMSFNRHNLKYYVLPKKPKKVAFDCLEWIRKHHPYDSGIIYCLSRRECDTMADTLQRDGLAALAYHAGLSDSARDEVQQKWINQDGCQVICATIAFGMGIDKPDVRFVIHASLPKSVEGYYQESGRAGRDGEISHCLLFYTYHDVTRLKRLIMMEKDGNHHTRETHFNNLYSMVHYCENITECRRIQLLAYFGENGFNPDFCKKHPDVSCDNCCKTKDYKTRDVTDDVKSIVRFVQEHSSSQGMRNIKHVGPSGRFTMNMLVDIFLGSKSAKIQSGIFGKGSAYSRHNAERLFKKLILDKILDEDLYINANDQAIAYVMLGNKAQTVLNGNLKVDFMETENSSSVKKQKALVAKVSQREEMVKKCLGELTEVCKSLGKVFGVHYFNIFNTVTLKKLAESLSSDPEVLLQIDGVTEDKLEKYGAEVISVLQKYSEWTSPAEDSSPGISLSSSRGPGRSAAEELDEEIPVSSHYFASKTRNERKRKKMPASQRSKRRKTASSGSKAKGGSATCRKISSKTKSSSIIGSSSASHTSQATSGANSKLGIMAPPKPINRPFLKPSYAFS
* marks the source's active call; other numbers are inactive results; ? = inconclusive; . = no result given; ! = not active in a repeat; [ ] = another dose, or the depositor's remark. Calls follow the shape of the dose curve; as a rule, active = well fitted curve in the direction sought with a large enough effect; inconclusive = small, poorly fitted or top-dose-only effect, or another doubt; inactive = no such curve, though single readings can be large; an effect the other way counts as inactive or inconclusive. Potency is read from the fitted curve at half-maximal effect.

The opening 7 compounds (preview)
item	structure	G9a block	Anesthetic bind	POLK inh	POLB inh	BAZ2B inh
1	COc1ccc(NC(=O)CN(C)C(=O)CNC(=O)c2ccc(C)s2)cc1	6%	.	-6%	.	-5%
2	CC(NC(=O)c1ccc(NC(=O)c2nsc3ccccc23)cc1)c1ccccc1 (centres undefined)	4%[59 µM]	-9%	0%[60.1 µM]	19%	12%
3	Cc1ccc(C(=O)COC(=O)CCC(=O)Nc2ccccc2Cl)cc1[N+](=O)[O-]	10%[59 µM]	-4%	-12%	-1%	3%
4	COc1ccc(C(C)(C)C)cc1NC(=O)c1cccc(S(=O)(=O)N2CCN(C(C)=O)CC2)c1	-4%	-4%	5%	33%	-3%
5	CCN(CC)CCOC(=O)c1ccc(NC(=O)CCCN2C(=O)/C(=C/c3cccs3)SC2=S)cc1	.	?	-19%	-2%	16%
6	CCOc1ccc(N(CC(=O)NC2CCCCC2)S(=O)(=O)c2ccc(C)cc2)cc1	-2%	-11%	2%	47%	7%
7	O=C(O)c1ccc(CS(=O)(=O)c2c(Cl)cccc2Cl)o1	?	11%	-4%	?	-34%

item	APE1 inh	POLI inh	POLH inh	BLM helicase inh
1	14%	4%	-13%	.
2	.	-1%	6%	-2%
3	1%	5%	-10%	0%
4	21%	65%[activator]	-11%	-6%
5	-32%	-15%	-13%	6%
6	23%	28%	-9%	-3%
7	36%	2%	?	-2%

The list itself, previewed entries included:
item	structure	G9a block	Anesthetic bind	POLK inh	POLB inh	BAZ2B inh
1	COc1ccc(NC(=O)CN(C)C(=O)CNC(=O)c2ccc(C)s2)cc1	6%	.	-6%	.	-5%
2	CC(NC(=O)c1ccc(NC(=O)c2nsc3ccccc23)cc1)c1ccccc1 (centres undefined)	4%[59 µM]	-9%	0%[60.1 µM]	19%	12%
3	Cc1ccc(C(=O)COC(=O)CCC(=O)Nc2ccccc2Cl)cc1[N+](=O)[O-]	10%[59 µM]	-4%	-12%	-1%	3%
4	COc1ccc(C(C)(C)C)cc1NC(=O)c1cccc(S(=O)(=O)N2CCN(C(C)=O)CC2)c1	-4%	-4%	5%	33%	-3%
5	CCN(CC)CCOC(=O)c1ccc(NC(=O)CCCN2C(=O)/C(=C/c3cccs3)SC2=S)cc1	.	?	-19%	-2%	16%
6	CCOc1ccc(N(CC(=O)NC2CCCCC2)S(=O)(=O)c2ccc(C)cc2)cc1	-2%	-11%	2%	47%	7%
7	O=C(O)c1ccc(CS(=O)(=O)c2c(Cl)cccc2Cl)o1	?	11%	-4%	?	-34%
8	COc1ccc(OC)c(NC(=O)c2ccc(-c3csc(C)n3)cc2)c1	?	-15%	2%	2%	?

item	APE1 inh	POLI inh	POLH inh	BLM helicase inh
1	14%	4%	-13%	.
2	.	-1%	6%	-2%
3	1%	5%	-10%	0%
4	21%	65%[activator]	-11%	-6%
5	-32%	-15%	-13%	6%
6	23%	28%	-9%	-3%
7	36%	2%	?	-2%
8	-22%	89%[activator]	-14%	-21%

The list goes on.
item	structure	G9a block	Anesthetic bind	POLK inh	POLB inh	BAZ2B inh
9	COCCNC(=O)c1c[nH]c2ccc(OC)cc2c1=O	15%	-12%	-1%	25%	6%
10	CC(C)Nc1nnc(SCC(=O)c2c(N)n(Cc3ccccc3)c(=O)n(C)c2=O)s1	-17%	-18%	-7%	5%	1%[57.1 µM]
11	O=Cc1c[nH]c2ccc(OCc3ccccc3)cc12	36%[12.7 µM]	.	-14%	.	-1%
12	O=C(CSc1ccc(-c2ccccc2)nn1)N1CCCCC1	-7%	-11%	-5%	31%	.
13	CC(OC(=O)/C=C/c1ccccc1)C(=O)Nc1ccc(C(N)=O)cc1 (centres undefined)	1%[12.7 µM]	.	3%	.	-5%
14	COC(=O)c1cn(C(=O)c2cccc(Br)c2)c2ccccc12	113%[activator]	-2%	-8%	24%	34%
15	CCCc1nc2c(ccc3ccccc32)cc1CC	290%[activator]	-5%	-5%	11%	115%[activator]
16	O=C(COc1ccccc1Cl)Nc1nc(-c2cccs2)cs1	2%[59 µM]	5%	-6%	11%	8%

item	APE1 inh	POLI inh	POLH inh	BLM helicase inh
9	13%	13%	-9%	2%
10	-2%	9%	-15%	-2%
11	19%	?	-5%	.
12	-3%	113%[activator]	-1%	2%
13	15%	-12%	-7%	.
14	10%	68%[activator]	-12%	-4%
15	-10%	1%	-13%	-3%
16	-10%	-3%	?	-12%

Other structures:
item	structure	G9a block	Anesthetic bind	POLK inh	POLB inh	BAZ2B inh
17	O=C1NC(c2cc(Cl)cc([N+](=O)[O-])c2O)Nc2ccccc21 (centres undefined)	.	30%	1%	-5%	40µM*
18	CN1CCN(c2ccc([N+](=O)[O-])cc2C(=O)Nc2ccccc2)CC1	?	-14%	-4%	51%[activator]	-15%
19	O=C(CNC(=O)c1ccccc1F)OCC(=O)c1c[nH]c2ccccc12	.	.	-4%	.	.
20	Cc1ccc2nc(CSc3nnc(NC(=O)c4ccc(C(C)(C)C)cc4)s3)cc(=O)n2c1	6%[59 µM]	3%	-4%[60.1 µM]	1%	3%
21	CC(OC(=O)c1nn(C)c(=O)c2ccccc12)C(=O)Nc1ccc(S(N)(=O)=O)cc1 (centres undefined)	2%[12.7 µM]	.	-8%	.	6%
22	COc1ccccc1NS(=O)(=O)c1cccc(NC(=O)C2CC2)c1	-6%[59 µM]	.	0%	.	8%
23	NC(=O)COC(=O)c1ccc2c(c1)S(=O)(=O)N=C1CCCCCN12	-14%	-8%	-10%	28%	8%
24	C[C@]12c3[nH]c4ccccc4c3CCN1C(=O)C(CC(=O)NCCCn1ccnc1)C[C@@H]2C(=O)N1CCOCC1 (some centres undefined)	.	.	-2%	.	.

item	APE1 inh	POLI inh	POLH inh	BLM helicase inh
17	-4%	-23%	-12%	-7%
18	13%	10%	-1%	-1%
19	-1%	1%	-18%	.
20	.	-6%	-14%	-2%
21	17%	22%	-4%	.
22	-1%	11%	-3%	.
23	-1%	13%	-15%	0%
24	-31%	-17%	3%	.

The results go on:
item	structure	G9a block	Anesthetic bind	POLK inh	POLB inh	BAZ2B inh
25	O=C(O)C1CCN(S(=O)(=O)Cc2ccccc2)CC1	?	-10%	-3%	14%	5%
26	CC(C)Oc1ccc(CNC(=O)CCCN2C(=O)CCn3nc(-c4cccn4C)cc32)cc1	-31%[59 µM]	2%	-7%[60.1 µM]	1%	?
27	CCOC(=O)c1cnc(SCC(=O)Nc2sc(C)c(C)c2C#N)nc1N	-31%[59 µM]	-8%	-1%	17%	-4%
28	O=C(CCN1C(=O)/C(=C/c2ccc(Cl)cc2)SC1=S)Nc1ccc(C(=O)O)cc1	?	4%	-13%	37%	-16%
29	Cc1oc2cc3oc(=O)c(CCC(=O)N4C[C@H]5C[C@@H](C4)c4cccc(=O)n4C5)c(C)c3cc2c1C	15%	1%	2%	7%	-6%
30	COc1ccccc1CCN1CCCC(CN(C)C(=O)c2ccco2)C1 (centres undefined)	3%	-5%	4%	28%	-13%
31	CC(/C=C/c1ccccc1)=N\Nc1nc(-c2ccccc2)cs1	-20%[59 µM]	5%	-1%	-7%	-36%
32	CCN(CC)CCN(CC(=O)Nc1c(C)cc(C)cc1C)C(=O)c1ccccc1	17%	-3%	-9%	27%	-27%

item	APE1 inh	POLI inh	POLH inh	BLM helicase inh
25	-12%	27%	-1%	2%
26	.	13%	-7%	-2%
27	0%	9%	-7%	0%
28	?	137%[activator]	-1%	-1%
29	25%	20%	0%	-5%
30	31%	23%	1%	3%
31	-7%	25%	-6%	-8%
32	7%	17%	4%	4%

Next part:
item	structure	G9a block	Anesthetic bind	POLK inh	POLB inh	BAZ2B inh
33	CCC1CC2CC(NC(C)=O)C1C2 (centres undefined)	8%[59 µM]	?	-3%	25%	12%[57.1 µM]
34	Cc1nn(Cc2ccc(F)cc2)c(C)c1NC(=O)CCCn1nc([N+](=O)[O-])cc1C	6%	-5%	-6%	6%	1%
35	CSCCC(NC(=O)c1ccccc1Cl)C(=O)Nc1ccc(C)c(S(=O)(=O)N2CCOCC2)c1 (centres undefined)	15%[0.501 µM]	.	-5%	.	-28%
36	COC(=O)CN1C(=S)N(c2ccc(OC)cc2)C(=O)/C1=C/c1ccc(N2CCOCC2)cc1	32µM*	?	-11%[60.1 µM]	-1%	28µM*
37	COc1ccc(CCNC(=O)C2CCN(S(=O)(=O)c3cccc4nsnc34)CC2)cc1OC	-5%	-15%	-4%	?	-24%
38	NS(=O)(=O)c1ccc(CNC(=O)c2cccc(Oc3ccccc3)c2)cc1	12%	-2%	-3%	4%	27%
39	CCc1cnc2c(c1SCC(=O)NCc1ccc(F)cc1)c(=O)n(C)c(=O)n2C	1%[59 µM]	-4%	-10%[60.1 µM]	2%	1%
40	CC(C)CNC(=O)NC(=O)COC(=O)Cn1cnc2ccccc2c1=O	?	-6%	-1%	-18%	12%
41	Cc1ccc2nc(N(Cc3cccnc3)C(=O)C3CCCCC3)sc2c1	9%[59 µM]	-8%	-8%[60.1 µM]	1%	-13%
42	CN1CCN(CCCN2c3ccccc3Sc3ccc(C(F)(F)F)cc32)CC1	16µM*!	-17%	?	?	35µM*

item	APE1 inh	POLI inh	POLH inh	BLM helicase inh
33	1%	?	5%	-2%
34	-2%	40%[activator]	-22%	3%
35	36%	3%	-23%	.
36	-6%	?	6%	-7%
37	4%	10%	-11%	2%
38	76%[activator]	36%[activator]	-19%	-1%
39	.	4%	-19%	0%
40	5%	138%[activator]	-12%	1%
41	.	16%	-21%	-6%
42	-2%	?	-25%	-4%

Source: PubChem BioAssay (National Center for Advancing Translational Sciences (NCATS))

These rows are one share of the data (hit frequency here may not be typical).
